NR2E3 agonist: agonists of human nuclear receptor NR2E3. AID 2300. inhibition of corepressor binding, % at 4.78 µM. 0.12% of 320,000 active. GST-NR2E3/biotin-RetCOR TR-FRET, 1536-well. Q9Y5X4;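 active means percent inhibition above the cutoff of mean plus 3 SD of all tested compounds, set per screening campaign, cut at about 20% in these data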;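 further: 0% = DMSO wells and 100% = biotin wells as full block of FRET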
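Format: 1536-well format; test system: GST-NR2E3 and biotin-RetCOR proteins; read-out basis: percent inhibition of TR-FRET ratio; timing: 5 h incubation at 4 °C; detection: time-resolved FRET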
CaV13 FRET inh: Disruptors of the CACNA1D IQ motif to Ca2+-dependent inactivation inhibitor domain association, primary screening, Förster resonance energy transfer in intact living … | HEK cells, CFP/YFP FRET ICDI-IQ, plate reader, 10 min; percent FRET-ratio fall versus neutral wells | 0.098% of 340,000 active | inhibition, % at 12.3 µM | AID 743397;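 active means mean replicate inhibition of at least 30% and at least 1% of replicates passing that level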;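 further: 0% = median of the neutral control wells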
Numbers without * were called inactive. Only part of the results is shown; rates above refer to the full screens.

How did CCc1cc(=O)oc2c(CNC(Cc3ccccc3)C(=O)O)c(O)ccc12 (centres undefined) do in these assays?
NR2E3 agonist: 1; CaV13 FRET inh: -4
